Screening results: PubChem, several laboratories
MRP reversal – reverses drug resistance mediated by MRP; H69AR cells + 2 uM doxorubicin, CellTiter-Glo, 72 h; differential viability (reversal), % at 10 µM; hit rate 0.04% among 85,000; AID 602;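 active means viability drop by adding the cancer drug above about 55%, with treated viability meeting a 40% cutoff, limit read from the data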;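 further: viability without doxorubicin minus viability with 2 µM doxorubicin for each compound; larger differential means the compound sensitizes cells more to doxorubicin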
NFkB transloc inh – blocks IL-1B driven NFkB nuclear translocation in HUVEC cells; HUVEC IL-1B NFkB p65 nuclear translocation imaging; inhibition, % at 2 µM; hit rate 0.43% among 94,000;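 active means inhibition above about 30% together with a positive call from visual inspection of the well image, limit read from the data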;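 further: nuclear over cytoplasmic p65 intensity ratio measured by imaging; 0% = IL-1B stimulated DMSO wells and 100% = unstimulated DMSO wells; values of inactives mirror those of a sister screen read the other way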
NFkB transloc pot – enhances IL-1B driven NFkB nuclear translocation. activation, % at 2 µM. hit rate 0.3% among 94,000. AID 819. HUVEC IL-1B NFkB p65 nuclear translocation imaging;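 active means activation above 40%, about the mean plus 3 SD, also judged a hit on visual image review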;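 further: percent activation is computed from the nuclear over cytoplasmic p65 intensity ratio; values of inactives mirror those of a sister screen read the other way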
PLAP inhibition – PLAP enzyme inhibitors, biochemical, luminescence, HTS (AID 690) | inhibition, % at 20 µM; hits with a dose series show IC50 in µM | hit rate 0.08% among 96,000 | purified PLAP, luminescent substrate; higher % means a stronger effect; in the data active means a potency from the dose series; inactive means the rest, 99 in 100 with inhibition below about 30%; further: strong numbers were not always called active
Bcl-B TR3 displacers – displacers of TR3 peptide from Bcl-B, primary screen, selectivity assay for Bfl-1 inhibitor project, biochemical, fluorescence polarization | FP displacement of FITC-TR3 peptide from Bcl-B; higher % means a stronger effect | displacement, % at 20 µM; hits with a dose series show IC50 in µM | hit rate 0.11% among 96,000 | AID 748;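 active means displacement above 50% at 20 µM plus a fluorescence interference ratio under 1.5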;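 further: plate controls were wells without compound for no effect and wells lacking Bcl-B protein for full effect; a part of the inactive calls stands beside numbers as strong as those of hits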
MRP reversal cytotoxicity – also measured in MRP reversal; calls as there; viability, %; H69AR cells, CellTiter-Glo, 72 h; measured here: cytotoxicity without doxorubicin
MRP reversal with doxorubicin – further read-out of MRP reversal, marked with its call; viability, %; measured here: viability with 2 uM doxorubicin; hits give low values
NFkB transloc inh cell count 2 µM – second read-out of NFkB transloc inh, no call of its own (marks repeat the call); cell count; measured here: cells passing quality filter;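 raw number of nuclei counted in each imaged well without normalization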
NFkB transloc pot cell count 2 µM – further read-out of NFkB transloc pot, marked with its call; cell count; measured here: cells passing quality filter
* = called active by the depositor; nt = not tested or not shown. Not all compounds are listed, so the mix of outcomes need not match the whole.

SMILES | MRP reversal | MRP reversal cytotoxicity | MRP reversal with doxorubicin | NFkB transloc inh | NFkB transloc inh cell count 2 µM | NFkB transloc pot | NFkB transloc pot cell count 2 µM | PLAP inhibition | Bcl-B TR3 displacers
Cc1cccc(NC(=O)Cn2nnc(-c3ccc(CN4CCCC4)cc3)n2)c1C | 11 | 84 | 73 | -9 | 192 | 9 | 192 | -69% | -6%
Cc1occc1-c1nnc(SCC(=O)Nc2nc(C(C)(C)C)cs2)o1 | 24 | 82 | 58 | 1 | 132 | -1 | 132 | -3% | 2%
CCOc1ccc(N(C(C)=O)C2C=CS(=O)(=O)C2)cc1 (configuration not stated) | 5 | 99 | 94 | nt | nt | nt | nt | -4% | -8%
CN(C)S(=O)(=O)c1ccc2c(c1)c(=O)c(C(=O)NCCCN1CCCCCC1)cn2C | 8 | 92 | 85 | -21 | 70 | 21 | 70 | -45% | 4%
O=C(Nc1ccncc1)c1ccc2c(c1)OCCO2 | 6 | 85 | 79 | nt | nt | nt | nt | 9% | 1%
CC1CN(C2CCCCC2)c2nc3c(c(=O)[nH]c(=O)n3C)n2C1 (configuration not stated) | -6 | 80 | 86 | -11 | 147 | 11 | 147 | -38% | 2%
COCc1cc(C)nc(N2CCN(Cc3ccccc3)CC2)c1C#N | 8 | 98 | 90 | 0 | 141 | 0 | 141 | -43% | -3%
CCc1ccc(-n2c(SCC(=O)Nc3cc(C)[nH]n3)nc3[nH]ncc3c2=O)cc1 | -6 | 96 | 102 | 2 | 196 | -2 | 196 | -49% | -2%
CCc1ccc(CCC(=O)Nc2nccs2)o1 | 10 | 107 | 97 | 11 | 174 | -11 | 174 | 17% | -8%
COCCCNC(=O)Cn1cc(C(C)=O)c2ccccc21 | -10 | 96 | 106 | 2 | 87 | -2 | 87 | 2% | 0%
CCOc1ccccc1NC(=O)CSc1nnnn1-c1ccccc1 | 11 | 86 | 75 | -5 | 179 | 5 | 179 | 34% | 7%
Cc1cc(C)n(-c2ncnc3sc(C)c(C)c23)n1 | 12 | 106 | 94 | 8 | 97 | -8 | 97 | -2% | -2%
COc1ccc(CNC(=O)C(c2ccncc2)N(C(=O)Cc2cccs2)c2cccc(C)c2)cc1 (configuration not stated) | nt | nt | nt | 4 | 115 | -4 | 115 | -11% | 3%
CN(C)c1ccc(/C=C/c2cc[n+]([O-])cc2)cc1 | 6 | 95 | 89 | 9 | 75 | -9 | 75 | 6% | -41%
CCCCN(C(=O)NC(=O)Nc1ccccc1C)S(C)(=O)=O | 9 | 105 | 96 | 0 | 187 | 0 | 187 | 10% | -8%
CCN(CC)c1ncnc2scc(C3COc4ccccc4O3)c12 (configuration not stated) | -5 | 86 | 90 | -15 | 136 | 15 | 136 | nt | nt
COc1ccccc1NC(=O)Nc1ncccc1C | 2 | 74 | 72 | 7 | 199 | -7 | 199 | 4% | 12%
COc1ccc(N(CC(=O)Nc2ccc3c(c2)OCO3)S(=O)(=O)c2ccccc2)c(OC)c1 | 8 | 80 | 72 | -30 | 127 | 30 | 127 | -65% | -28%
COc1ccccc1N(C(=O)CNC(=O)c1ccco1)C(C(=O)NC1CCCC1)c1ccncc1 (configuration not stated) | 3 | 96 | 93 | 6 | 184 | -6 | 184 | nt | nt
O=C1CCC(/C=C/c2ccccc2)=NN1Cc1ccc(Cl)c(Cl)c1 | 1 | 104 | 103 | 0 | 143 | -2 | 63 | 24% | -2%
COc1cc(OC)c(C2=NOC(C(=O)NCCc3ccccc3)C2)cc1Cl (configuration not stated) | 13 | 96 | 84 | 5 | 156 | -5 | 156 | -33% | 5%
C=CCN(C(=O)CNC(=O)c1ccco1)C(C(=O)NC1CCCCC1)c1ccccc1F (configuration not stated) | nt | nt | nt | -8 | 163 | 8 | 163 | -6% | -1%
COc1ccccc1OCCSc1nc2ccccc2c(=O)[nH]1 | 12 | 89 | 77 | 5 | 134 | -5 | 134 | 5% | -4%
Cn1c(=O)oc2cc(S(=O)(=O)NCCC(=O)NCCc3ccc(Cl)cc3)ccc21 | 1 | 105 | 104 | nt | nt | nt | nt | 5% | -12%
CCOC(=O)CNc1nc(C#N)nc(N2CCOCC2)n1 | 6 | 96 | 90 | -3 | 69 | 3 | 69 | -8% | 2%
CCc1sc(C(=O)Nc2ccsc2C(=O)OC)cc1Br | 0 | 69 | 69 | nt | nt | nt | nt | 10% | -16%
Cc1ccccc1Nc1cc2ccccc2c(=O)[nH]1 | nt | nt | nt | nt | nt | nt | nt | 26% | 33%
CCN(CC)C(=O)CN(c1ccc(C)cc1)S(=O)(=O)c1ccc(SC)cc1 | 4 | 83 | 79 | -8 | 164 | 8 | 164 | -39% | 14%
O=C(Cn1c(C(=O)NCC2CCCO2)cc2sccc21)c1ccccc1 (configuration not stated) | 5 | 87 | 82 | -11 | 152 | 11 | 152 | 13% | -9%
N/C(CN1CCCC1=O)=N\O | 1 | 100 | 99 | 7 | 123 | -7 | 123 | 10% | 4%
COc1ccc(C(=O)N2CCCC2)cc1S(=O)(=O)N1CCOCC1 | -7 | 90 | 97 | 12 | 115 | -12 | 115 | -16% | -5%
O=C(COc1ccccc1CNCc1ccccc1)Nc1ccccc1 | -3 | 54 | 56 | -1 | 183 | 1 | 183 | -158% | -7%
O=C(Nc1ccccc1N1CCCCC1)c1cccc(F)c1 | -9 | 82 | 91 | -7 | 127 | 7 | 127 | 19% | -10%
OCc1cn(-c2ccccc2)nc1-c1cccnc1 | 6 | 92 | 86 | 4 | 94 | -4 | 94 | 11% | -2%
CCOC(=O)c1nnn(CC(=O)Nc2cc(F)ccc2F)c1C(=O)OCC | -3 | 97 | 100 | -1 | 175 | 1 | 175 | 3% | -3%
COCCn1c(Sc2ccc(C)cc2)nc2c1c(=O)[nH]c(=O)n2C | -13 | 85 | 98 | 0 | 104 | 0 | 104 | -41% | -2%
O=C(NCCCn1ccnc1)c1noc2c1CCc1ccccc1-2 | 9 | 92 | 83 | 14 | 159 | -14 | 159 | -3% | 1%
Cc1cc(C)nc(SCC(=O)OCN2C(=O)c3ccccc3C2=O)n1 | -8 | 86 | 94 | -29 | 134 | 29 | 134 | nt | 10%
CCOC(=O)c1c(NC(=O)COC(=O)c2c(C)noc2C)sc2c1CCC2 | 2 | 87 | 85 | 9 | 120 | -9 | 120 | nt | nt
COc1ccc(C2C(C(=O)Nc3ccccn3)=C(C)Nc3ncnn32)c(OC)c1 (configuration not stated) | nt | nt | nt | -2 | 79 | 2 | 79 | 1% | -1%

Reformatted: entries from further up
Values run as follows: MRP reversal | MRP reversal cytotoxicity | MRP reversal with doxorubicin | NFkB transloc inh | NFkB transloc inh cell count 2 µM | NFkB transloc pot | NFkB transloc pot cell count 2 µM | PLAP inhibition | Bcl-B TR3 displacers
COc1ccc(C(=O)N2CCCC2)cc1S(=O)(=O)N1CCOCC1
  -7 | 90 | 97 | 12 | 115 | -12 | 115 | -16% | -5%
OCc1cn(-c2ccccc2)nc1-c1cccnc1
  6 | 92 | 86 | 4 | 94 | -4 | 94 | 11% | -2%

(cont.)
SMILES | MRP reversal | MRP reversal cytotoxicity | MRP reversal with doxorubicin | NFkB transloc inh | NFkB transloc inh cell count 2 µM | NFkB transloc pot | NFkB transloc pot cell count 2 µM | PLAP inhibition | Bcl-B TR3 displacers
CCOC(=O)C(C(=O)NCc1ccc(C)cc1)c1ncc(C(F)(F)F)cc1Cl (configuration not stated) | nt | nt | nt | -12 | 145 | 12 | 145 | -8% | 7%
CN1CCN(c2nc(Nc3cccc(C(F)(F)F)c3)nc(N3CCOCC3)n2)CC1 | -12 | 53 | 65 | nt | nt | nt | nt | -71% | 0%
CCOC(=O)CSc1nnc(CNC(=O)c2cccs2)n1Cc1ccccc1 | 0 | 78 | 78 | 7 | 188 | -7 | 188 | 4% | -2%
CCOC(=O)c1sc(NC(=O)c2ccc(S(=O)(=O)N(C)C)cc2)nc1C | -11 | 84 | 96 | 15 | 155 | -15 | 155 | -16% | -10%
Cc1cc(=O)n2c(-c3ccccc3C)n[nH]c2n1 | -1 | 94 | 94 | -3 | 132 | 3 | 132 | 21% | -8%
CCOc1ccc(-n2c(N)c(C(=O)NCc3cccnc3)sc2=S)cc1 | 6 | 86 | 81 | 6 | 148 | -6 | 148 | -5% | -1%
N/C(Cc1ccc([N+](=O)[O-])cc1)=N\OC(=O)C(c1ccccc1)c1ccccc1 | nt | nt | nt | 5 | 127 | -5 | 127 | 20% | -7%
CNC(=O)c1cc2ccc(OC)cc2oc1=O | 17 | 110 | 93 | -3 | 129 | 3 | 129 | 14% | -2%
C/C(=N/NC(=O)c1ccc(C)s1)c1cccc(NC(=O)COc2ccc(Cl)cc2C)c1 | nt | nt | nt | nt | nt | nt | nt | 13% | 2%
Cc1ccc(S(=O)(=O)N2CC(=NO)C2)cc1 | -2 | 91 | 93 | 6 | 145 | -6 | 145 | 5% | 2%
Cn1c(CSCc2ccc(F)cc2)nnc1SCC(=O)Nc1nccs1 | 9 | 100 | 91 | 8 | 108 | -8 | 108 | -7% | -6%
COC(=O)/C=c1\sc2ncnn2c1=O | -38 | 8 | 46 | -2 | 165 | 2 | 165 | 0% | -4%
O=c1nc2ccccc2c2n1CC(CN1CCN(c3ccccc3F)CC1)N2 (configuration not stated) | nt | nt | nt | -4 | 150 | 4 | 150 | -19% | 0%
O=C(Nc1ccc2oc(-c3ccc(Cl)c(Cl)c3)nc2c1)c1ncn[nH]1 | nt | nt | nt | -2 | 165 | 2 | 165 | -155% | 0%
c1cc(CNCCCN2CCOCC2)ccn1 | -21 | 81 | 102 | 5 | 178 | -5 | 178 | 5% | 7%
Cc1ccc(C(=O)C(C)Oc2cccc(NC(=O)c3ccco3)c2)cc1 (configuration not stated) | -9 | 69 | 79 | -5 | 95 | 5 | 95 | nt | nt
COc1ccc(C(=O)Cc2cnn(-c3ccccc3)c2)c(O)c1 | 11 | 115 | 104 | -52 | 182 | 52* | 182* | 12% | -7%
O=C(NCCc1ccccc1)c1ccc(=O)oc1 | -17 | 67 | 84 | -21 | 137 | 21 | 137 | 2% | -3%
CCOC(=O)c1ccccc1N1C(=O)CSC1=S | -14 | 44 | 57 | 0 | 40 | 0 | 40 | -9% | -10%
C/C(=N\NC(=O)C(C)Oc1ccc([N+](=O)[O-])cc1)c1ccccn1 (configuration not stated) | nt | nt | nt | -4 | 134 | 4 | 134 | -39% | -4%

For convenience, part of the list above:
SMILES | MRP reversal | MRP reversal cytotoxicity | MRP reversal with doxorubicin | NFkB transloc inh | NFkB transloc inh cell count 2 µM | NFkB transloc pot | NFkB transloc pot cell count 2 µM | PLAP inhibition | Bcl-B TR3 displacers
CCOC(=O)c1ccccc1N1C(=O)CSC1=S | -14 | 44 | 57 | 0 | 40 | 0 | 40 | -9% | -10%
C/C(=N\NC(=O)C(C)Oc1ccc([N+](=O)[O-])cc1)c1ccccn1 (configuration not stated) | nt | nt | nt | -4 | 134 | 4 | 134 | -39% | -4%

Other structures.
SMILES | MRP reversal | MRP reversal cytotoxicity | MRP reversal with doxorubicin | NFkB transloc inh | NFkB transloc inh cell count 2 µM | NFkB transloc pot | NFkB transloc pot cell count 2 µM | PLAP inhibition | Bcl-B TR3 displacers
O=[N+]([O-])c1ccccc1OCCCN1CCOCC1 | nt | nt | nt | 18 | 113 | -18 | 113 | 9% | -3%
Fc1cc2nc(-c3ccncc3)[nH]c2cc1F | 3 | 76 | 74 | 17 | 97 | -17 | 97 | 0% | -6%
O=C(NC1CCCCC1)C1CCCN1S(=O)(=O)c1cccc2nsnc12 (configuration not stated) | 7 | 101 | 93 | -6 | 190 | 6 | 190 | 2% | -2%
O=c1cc(-c2ccccc2)nc(SCc2ccc(Cl)cc2)[nH]1 | nt | nt | nt | 10 | 158 | -10 | 158 | -14% | 1%
Cc1ccc2[nH]c3c(c2c1)CN(C(=O)CN1CC(C)OC(C)C1)CC3 (configuration not stated) | 6 | 82 | 76 | -7 | 108 | 7 | 108 | -60% | 68%
